Assay outcomes (PubChem)
Granule exo inh – LAMP-1 surface exposure blockers, TALL-104 cells – cell-based, flow cytometry, MLPCN library, primary screen | inhibition, % at 10 µM | 360,000 tested, 0.66% active | TALL-104 LAMP-1 surface exposure; cells stimulated with thapsigargin and PMA;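 active = inhibition above about 55%, limit read from the data; inconclusive = no clear call, values can overlap the other calls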
MC4R ag barr – MC4R agonists recruiting beta-arrestin, primary screen, cell-based, luminescence, agonist arm of biased-ligand search; AID 540308, 2011; U2OS MC4R beta-arrestin complementation; percent of melanotan II response, DMSO zero; Melanocortin receptor 4 (Homo sapiens), P32245; activation, % at 8.9 µM; 360,000 tested, 0.98% active;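 active = activation above a per-plate cutoff, the mean activation of sample wells on that plate plus 3 SD, cut at about 8% in these data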
Target sequence (P32245 whole entry, looked up): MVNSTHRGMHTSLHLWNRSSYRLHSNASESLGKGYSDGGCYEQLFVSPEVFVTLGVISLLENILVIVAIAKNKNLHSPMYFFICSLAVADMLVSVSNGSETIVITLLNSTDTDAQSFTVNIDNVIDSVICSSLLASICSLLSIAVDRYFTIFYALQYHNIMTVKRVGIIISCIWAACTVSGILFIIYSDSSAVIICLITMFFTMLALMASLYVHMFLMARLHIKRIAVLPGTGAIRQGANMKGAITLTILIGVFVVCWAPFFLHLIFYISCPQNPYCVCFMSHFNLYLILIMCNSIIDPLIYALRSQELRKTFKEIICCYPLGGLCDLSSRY
TLR9-MyD88 inh – inhibitors of TLR9-MyD88 association in cells, primary screen, cell-based, CHO, BLA complementation, fluorescence. 340,000 tested, 0.21% active. Toll-like receptor 9 (Homo sapiens) + Myeloid differentiation primary response protein …. inhibition, % at 4.98 µM. CCF4 FRET ratio;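 active = inhibition above the mean over all tested compounds plus 3 SD, cut at about 21% in these data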;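 also: 0% = DMSO only wells and 100% = clavulanate BLA inhibitor control wells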
N-glyco inh – increase of ERlucT glycosylation luciferase signal, primary screen, N-linked glycosylation inhibitor project, D54 ERlucT cells, luminescence, set 2; D54 ERlucT glycosylation luciferase reporter, 24 h; percent of 100 nM tunicamycin response; reporter increase, % at 12.5 µM; 360,000 tested, 0.23% active; AID 588692, 2011;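 active = mean luciferase reporter signal, scaled so untreated is 0 and the glycosylation-blocking control 100, at or above a set limit in every replicate; inconclusive = mean reaches the limit but not every replicate does; inactive = mean below the limit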;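 also: luciferase carries N-glycosylation sites so blocking glycosylation raises the light; 0% = median of neutral control wells and 100% = median of 100 nM tunicamycin wells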
MC4R antag cAMP – MC4R antagonists of cAMP signaling, primary screen, cell-based, TR-FRET, antagonist arm of biased-ligand search; MC4R-expressing cells, MTII-stimulated cAMP, LANCE TR-FRET; AID 540295, 2011; 360,000 tested, 0.48% active; inhibition, % at 6.5 µM; Melanocortin receptor 4 (Homo sapiens), P32245;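 active = inhibition above its plate's cutoff, the mean of tested wells on that plate plus 3 SD, cut at about 29% in these data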;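 also: 0% = Melanotan II alone and 100% = Melanotan II plus saturating MCL0020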
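Material: U2OS-MC4R stable cell line | Reagent: Melanotan II challenge after compound preincubation | Doses: One concentration, 6.5 µM nominal | Incubation: 30-min compound preincubation, 1-h Melanotan II challenge, 1-h detection, room temperature | Signal: TR-FRET cAMP assay | Replicates: One well per compound, no replicates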
NOD2 RIPK2 PPI – NOD2-RIPK2 binding disruptors in cells, primary screen, fluorescence, CHO cells, BLA complementation; inhibition, % at 4.98 µM; Receptor-interacting serine/threonine-protein kinase 2 (Homo sapiens), O43353; 360,000 tested, 0.38% active; CCF4 ratio; in the data active = inhibition above about 21%;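 also: 0% = vehicle only and 100% = reference blocker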
Target sequence (O43353 whole entry, looked up): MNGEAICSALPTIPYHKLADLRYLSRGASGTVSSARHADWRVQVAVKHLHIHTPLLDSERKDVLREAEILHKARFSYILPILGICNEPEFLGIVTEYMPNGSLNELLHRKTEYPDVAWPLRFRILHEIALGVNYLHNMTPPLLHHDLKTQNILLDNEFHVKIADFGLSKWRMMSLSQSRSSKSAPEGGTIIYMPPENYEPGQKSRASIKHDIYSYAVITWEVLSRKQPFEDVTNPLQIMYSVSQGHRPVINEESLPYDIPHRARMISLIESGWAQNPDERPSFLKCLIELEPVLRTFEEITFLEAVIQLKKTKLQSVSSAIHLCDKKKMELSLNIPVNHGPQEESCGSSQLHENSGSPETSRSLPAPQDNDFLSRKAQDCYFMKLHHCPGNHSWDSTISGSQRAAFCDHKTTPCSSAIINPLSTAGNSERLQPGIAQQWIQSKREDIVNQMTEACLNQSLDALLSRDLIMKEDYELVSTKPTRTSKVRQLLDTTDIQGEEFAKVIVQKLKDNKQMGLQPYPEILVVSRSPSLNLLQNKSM
aDG glyco up – activators of alpha-DG glycosylation, primary screen, uHTS, Pro5-aDG cells, AlphaScreen; alpha-DG glycosylation AlphaScreen (IIH6); 0% Pro5, 100% B10-LARGE cell signal; activation, % at 10 µM; 360,000 tested, 0.22% active; AID 624168, 2012;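 active = activation of at least 8% versus controls, or a plate z-score of at least 8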;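 also: Pro5 are CHO cells carrying HIG-tagged alpha-DG that lacks glycosylation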
ABHD5 PLIN5 PPI – ABHD5-PLIN5 interaction inhibitors, primary screen, cell lysate, split luciferase complementation, luminescence; Perilipin-5 (Homo sapiens) + 1-acylglycerol-3-phosphate O-acyltransferase ABHD5 (Homo …; Split G. princeps luciferase complementation, 4 h; inhibition, % at 4 µM; 360,000 tested, 0.78% active; AID 602281, 2012;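 active = inhibition above the mean inhibition across every tested compound plus 3 SD, cut at about 22% in these data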;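 also: 0% = DMSO only wells and the 100% control is not disclosed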
ABCB6 inh 2 – ABCB6 transporter inhibitors, primary screen, K562-ABCB6 cells, flow cytometry, MLPCN library. ATP-binding cassette sub-family B member 6 (Homo sapiens), Q9NP58. K562-ABCB6 porphyrin accumulation, 1 h; active compounds read low. fluorescence ratio to DMSO, % at 10 µM. 360,000 tested, 0.19% active;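 active = fluorescence ratio to DMSO below 75%, the collection mean minus 3 SD; inconclusive = too few cells collected in the well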;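 also: signal is porphyrin accumulated inside mitochondria; 100% equals median channel fluorescence of DMSO control wells; lower ratio means ABCB6 inhibition with less porphyrin fluorescence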
Vif imaging – HIV Vif self-association inhibitors, primary screen, imaging, HEK293T, single point | HEK293T cells, Vif self-association by quenched fluorescence, 24 h | inhibition, % at 7.49 µM | 340,000 tested, 0.35% active | AID 602346, 2012; in the data active = inhibition above about 50%, passing the limit was not always enough; inconclusive = no clear call, values can overlap the other calls; inactive = below about 31%; also: some results filed as inactive read as strong as hits
An asterisk follows results filed as active; ? = inconclusive; / = no result given. A portion of the library; the hit share may differ from the screen's.

TLR9-MyD88 inh	MC4R ag barr	NOD2 RIPK2 PPI	N-glyco inh	Vif imaging	Granule exo inh	ABHD5 PLIN5 PPI	ABCB6 inh 2	MC4R antag cAMP	aDG glyco up	structure
-7	-2.1	-5	-3	-5	-6	3	106	-1	0.0	CC1(C)C(c2cccs2)=[N+]([O-])C2(CCCCC/C2=N\NC(N)=S)N1O (stereo unspecified)
-2	-0.5	-17	1	4	1	-1	102	12	-0.1	Cc1cc(C(=O)CSc2nncs2)c(C)n1-c1c(C)n(C)n(-c2ccccc2)c1=O
-2	0.6	-9	5	0	9	-1	88	38*	-0.2	Cc1ccc(NC(=O)c2ccccc2[N+](=O)[O-])nc1
5	-0.5	1	1	8	-2	5	107	9	0.2	CC(C)(C)c1ccc(C(=O)N2CCNCC2)cc1
-18	2.7	-8	1	-3	?	10	82	-3	0.0	CC(=O)Oc1c(S(=O)(=O)c2ccc(C)cc2)c(C)nn1-c1ccccc1
-4	0.9	2	-4	-3	5	5	93	6	0.2	CN(C)c1nc(-c2cccs2)cc(C(F)(F)F)c1C#N
-10	0.5	6	-2	23	-3	-4	100	17	-0.3	COc1ccc(C(CNC(=O)c2ccco2)N2CCCC2)cc1 (stereo unspecified)
8	1.8	-9	1	8	2	6	96	1	0.0	CCOC(=O)NN1C(=O)c2ccccc2NC1(C)C
4	-1.7	-3	2	2	-5	-4	95	8	0.2	COc1ccc(/C(C)=N/NC(=O)c2ccc3nc[nH]c3c2)cc1
-6	-1.0	-6	1	0	-3	8	140	13	0.0	Cc1cc(C(=O)N/N=C/c2cc([N+](=O)[O-])cc(C)c2O)n[nH]1
3	0.8	-2	0	-19	8	8	91	-7	0.1	COc1ccc(C(C(=O)NC(C)C)N(C(=O)CCC(=O)Nc2nccs2)c2ccccc2F)cc1 (stereo unspecified)
-7	2.3	-4	-6	/	-9	0	99	12	0.2	Cc1cc(-c2ccccc2)nc(SCC(=O)c2cccc([N+](=O)[O-])c2)n1
-6	-1.6	-6	1	0	-15	2	96	23	0.1	C=CCN(C(=O)c1csnn1)C(C(=O)NCc1ccc(F)cc1)c1ccc(F)cc1 (stereo unspecified)
-2	1.5	7	2	-11	4	-6	98	17	-0.2	COC(CNC(=O)C(=O)NCC1OCCN1C(=O)c1ccc(Cl)cc1)OC (stereo unspecified)
-2	6.2	-7	-1	0	3	0	95	-6	0.7	COc1cc(/C=N/NC(=O)c2cccs2)ccc1OCc1ccccc1
0	1.2	-8	0	3	1	6	94	1	0.4	COc1ccc(-c2c(C)n([O-])c(C)c(C)[n+]2=O)cc1
3	-2.2	-4	1	0	41	8	98	4	-0.2	O=C(C[C@@H]1C/C=C\C[C@H](Cc2ccc(F)cc2)C(=O)OC[C@H]2CCCN2C1=O)N[C@H](CO)Cc1ccccc1
-10	-2.2	-3	0	0	7	2	101	23	0.3	CN(C(=O)Cc1csc(-c2ccccc2)n1)c1c(N)n(Cc2ccccc2)c(=O)[nH]c1=O
7	0.4	1	1	9	3	-1	96	21	0.0	NC1=C([N+](=O)[O-])C(c2ccc3c(c2)OCO3)C2=C(CCCC2=O)O1 (stereo unspecified)
-5	-2.0	-1	2	-3	-3	-1	102	4	0.0	COc1cc(CN2CCC(C(=O)NC3CCCC3)CC2)cc(Br)c1O
0	-1.4	-2	2	3	0	-3	101	6	0.0	O=[N+]([O-])c1ccc(Cl)c(S(=O)(=O)N2CCCCCC2)c1
-7	-0.2	-2	-1	0	0	3	96	-3	-0.1	Cc1nnc(NC(=O)CN2CCN(Cc3ccccc3Cl)CC2)s1
/	/	-14	1	/	1	-1	98	/	0.1	CC1=C(C(=O)N(C(C)C)C(C)C)CC(CC(=O)NCc2cccs2)C(=O)N1CCC1=CCCCC1 (stereo unspecified)
-8	0.1	-2	-10	-5	18	0	95	4	0.1	Cc1nc(N2CCN(c3ccccn3)CC2)c2c(C)c(C(=O)Nc3c(C)cc(Br)cc3C)sc2n1
-2	-1.7	0	0	-13	0	7	96	-4	-0.1	COc1ccc(C(C)=NNC(=O)c2cccc(S(=O)(=O)N3CCCC3)c2)cc1
0	-2.1	-5	-1	-3	-1	4	99	1	0.1	CCOC(=O)N1CCC(Nc2ccc(N3C(=O)C4CCCCC4C3=O)cc2[N+](=O)[O-])CC1 (stereo unspecified)
3	1.3	-5	1	/	0	1	98	6	0.6	O=C(Nc1ccc2c(c1)C(=O)NC2=O)c1ccccc1Cl
-1	-2.3	-1	-1	7	-3	-4	103	9	0.1	COc1ccc(CN2CCNC(=O)C2CC(=O)N(C)Cc2ccncn2)c(OC)c1 (stereo unspecified)
1	-1.9	8	1	3	-2	2	100	3	-0.1	Cc1cc(C(=O)N/N=C/c2cn(C)nc2C)c2ccccc2n1
1	-2.0	4	3	7	-1	3	99	5	-0.2	COC(=O)Cn1c(=O)oc2ccc(C)cc21
4	-0.9	-4	0	4	-2	8	99	4	-0.1	CCN(CC(=O)Nc1ccccc1OC)C(=O)c1cc(S(=O)(=O)N2CCCCCC2)ccc1OC
-2	-2.1	2	6	0	0	-7	83	-8	2.1	CCOc1ccccc1NC(=O)COC(=O)CC(C)(C)CC1=NS(=O)(=O)c2ccccc2N1
1	0.2	-28	2	-5	2	0	98	2	0.0	CCOc1ncnc2c1[nH]c1ccccc12
/	-0.2	-10	0	8	7	-5	100	4	-0.1	CCCCN(C)c1c(C)nc2ccc(C(=O)N(C)CCN(C)C)cn12
0	-3.9	-2	7	-6	-10	8	103	16	0.0	COC(=O)C1=C(C)NC2=C(C(=O)CC(c3cccs3)C2)C1c1ccsc1 (stereo unspecified)
-4	-2.3	4	1	-20	-2	-1	102	12	3.0	COC(=O)c1ccc(C2C(C(=O)c3cc4ccccc4o3)=C(O)C(=O)N2c2cc(C)on2)cc1 (stereo unspecified)
3	0.5	-9	0	12	5	-6	96	1	0.1	COC(=O)c1cc(OC)c(OC)cc1NC(=O)c1cc(C(C)(C)C)oc1C
-6	-1.4	-6	1	-2	-1	-1	102	-3	0.1	CC1CC(C)CN(C(=O)Cn2c(=O)c3cccn3c3cccnc32)C1 (stereo unspecified)
14	0.8	-22	1	12	-4	1	97	-2	0.2	O=c1oc2ccccc2cc1-c1ccccc1
-5	1.2	-6	0	-4	3	1	106	19	-0.2	Cc1csc(NS(=O)(=O)c2cccc([N+](=O)[O-])c2)n1
3	-2.6	13	-6	-4	98*	-7	98	1	0.0	CCN1C(=O)[C@H]2[C@@H](c3ccc(-c4ccc(F)cc4)cc3)N[C@@](Cc3ccccc3)(C(=O)OC)[C@H]2C1=O
3	0.3	3	4	3	7	-3	100	12	-0.1	COc1ccc(/C=C(\NC(=O)c2ccc(OCC(C)C)cc2)C(=O)OCc2ccco2)cc1
-7	-0.9	0	-7	5	-4	-7	95	11	0.3	CC(C)(C)c1cc(/C=N/O)cc(C(C)(C)C)c1O
-5	-2.2	-7	0	3	-1	-3	104	6	0.1	CC(=O)c1ccc(-c2cccs2)s1
8	0.9	-9	2	-3	-8	2	99	-3	0.1	CCOc1ccc(S(=O)(=O)N2CCC(C(=O)NCC3CCCO3)CC2)cc1Cl (stereo unspecified)
2	-0.9	-6	5	-4	-4	0	97	1	-0.2	COc1ccccc1NCCC(=O)OCC(=O)NC1CCCCCC1
-1	0.6	-11	-6	6	1	-8	99	-11	1.3	Oc1ccc(/C=N/Nc2ccc(C(F)(F)F)cn2)c(O)c1
9	1.1	2	0	36	-2	4	98	-3	0.1	COc1ccc(NS(=O)(=O)c2cccc(C(=O)NNC(=O)c3cc(S(N)(=O)=O)ccc3OC)c2)cc1
4	1.2	2	1	-8	-4	5	97	-2	0.2	CCOC(=O)C1CCN(CC(C)(C)NS(=O)(=O)c2ccc(C)cc2)CC1
/	3.6	-15	10	-4	-2	4	99	-4	0.2	COc1ccc(-c2cc(C(=O)Nc3cc(OC)c(OC)c(OC)c3)[nH]n2)c(C)c1

Only N-glyco inh, for three of the compounds above:
mol	N-glyco inh
COC(=O)C1=C(C)NC2=C(C(=O)CC(c3cccs3)C2)C1c1ccsc1 (stereo unspecified)	7
O=C(Nc1ccc2c(c1)C(=O)NC2=O)c1ccccc1Cl	1
Cc1cc(C(=O)N/N=C/c2cc([N+](=O)[O-])cc(C)c2O)n[nH]1	1

Remaining list, next part
TLR9-MyD88 inh	MC4R ag barr	NOD2 RIPK2 PPI	N-glyco inh	Vif imaging	Granule exo inh	ABHD5 PLIN5 PPI	ABCB6 inh 2	MC4R antag cAMP	aDG glyco up	structure
4	-0.3	-12	0	-5	-12	3	90	2	0.0	COc1ccc(OC)c(NC(=O)CCCCCn2nnc3ccccc3c2=O)c1
4	-1.6	6	2	-10	-2	-1	98	-1	0.2	CCC(C)NC(=O)COC(=O)c1ccc(Cl)cc1O (stereo unspecified)
1	5.4	-3	1	-3	0	-2	104	22	-0.3	COCCOC(=O)c1c(C)oc2ccc(OCC=C(C)C)cc12
-1	-2.6	-18	0	6	-4	7	100	4	-0.1	Cn1c(CCC(=O)Nc2cc(S(C)(=O)=O)ccc2Cl)nc2cc(S(=O)(=O)N3CCOCC3)ccc21
-8	-2.6	16	-5	-5	10	-2	94	2	1.0	COc1ccc(NS(=O)(=O)c2ccc3oc(SC(C)C(N)=O)nc3c2)cc1 (stereo unspecified)
-5	0.2	-6	-7	4	-4	-3	103	12	-0.4	O=C(COC(=O)CCSc1ccc(Cl)cc1)NCc1ccco1
3	-1.6	-7	5	-5	-3	5	99	1	0.0	O=C(O)c1ccc(Cl)c(S(=O)(=O)N2CCCC2)c1
-4	0.2	-9	1	/	4	6	100	-2	0.7	COC(=O)c1c(N)sc(C(C)=O)c1C
5	-2.5	3	1	5	3	-1	97	1	0.0	Cc1cc(NCCO)c2ccccc2n1
-5	-0.8	-5	2	6	4	-1	81	-1	-0.1	O=C1C2C3C=CC(C3)C2C(=O)N1c1cccnc1 (stereo unspecified)
